Screens from PubChem BioAssay.
PMI inhibition – human PMI inhibitors, high substrate, primary screen, biochemical, fluorescence intensity, high mannose 6-phosphate (AID 1220); recombinant PMI enzyme, coupled fluorescence intensity; higher % means a stronger effect; hit rate 0.66% among 190,000; inhibition, % at 20 µM; hits with a dose series show IC50 in µM
Ins promoter up – MIN6 insulin promoter up-regulation; MIN6 insulin promoter-GFP reporter, high-content imaging; active compounds read high; z-score at 5 µM; hit rate 0.3% among 190,000;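 active = z-score above 3 at 5 µM with at least 500 cells counted in the well; inconclusive = wells under 500 cells, flagged as cytotoxic or low count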
PhoP inhibition – PhoP-dependent GFP reporter repression – Salmonella Typhimurium, primary screen (AID 1863) | S. Typhimurium PhoP-regulated promoter GFP reporter, 4 h; higher % means a stronger effect | one-dose inhibition, % at 50 µM; IC50 in µM for titrated hits | hit rate 0.16% among 300,000;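 active = inhibition over 29.93%, a cutoff 3 SD above the screen mean, later confirmed by dose response; inconclusive = inhibition over 29.93% but no dose response follow-up; inactive = inhibition at most 29.93% or unconfirmed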;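 note: 0% = low Mg2+ inducing control and 100% = high Mg2+ repressing control; strong numbers were not always called active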
RSV antiviral HEp-2 – inhibition of RSV-induced cytopathic effect – HEp-2 cells, primary 10 µM value included (AID 2391). CPE inhibition, % at 10 µM; hits with a dose series show IC50 in µM. HEp-2 cells, RSV-induced CPE inhibition; higher % means a stronger effect. hit rate 0.13% among 310,000; in the data active = a potency from the dose series; inconclusive = CPE inhibition mostly from about 23% at the one dose, without a potency; inactive = the rest, 99 in 100 with CPE inhibition below about 21%; note: strong numbers were not always called active
SV40 large T antigen – TAg ATPase/helicase activity blockers – biochemical (AID 1903) | hit rate 0.39% among 310,000 | SV40 large T antigen ATPase/helicase inhibition assay; higher % means a stronger effect | one-dose inhibition, % at 20 µM; IC50 in µM for titrated hits; in the data active = a potency from the dose series; inconclusive = inhibition mostly from about 32% at the one dose, without a potency; inactive = the rest, 99 in 100 with inhibition below about 32%; note: strong numbers were not always called active
PMI inhibitors – inhibitors of human PMI, primary screen, biochemical, fluorescence intensity, coupled assay (AID 1209). hit rate 0.42% among 190,000. purified PMI enzyme, coupled fluorescence intensity; higher % means a stronger effect. inhibition, % at 20 µM, or IC50 in µM where a hit was titrated;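 note: plate controls were DMSO vehicle for no effect and wells lacking substrate for full effect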
West Nile antiviral – inhibition of WNV-induced cytopathic effect – cell-based, CPE readout (AID 1621); West Nile virus-infected cells, CPE inhibition; higher % means a stronger effect; hit rate 0.02% among 290,000; one-dose CPE inhibition, % at 10 µM; IC50 in µM for titrated hits; in the data active = a potency from the dose series; inconclusive = CPE inhibition mostly from about 3.7% at the one dose, without a potency; inactive = the rest, 99 in 100 with CPE inhibition below about 2.2%; note: strong numbers were not always called active
CSM14.1 death rescue – rescue of cells from ER stress-induced death, primary screen, 384-well, CSM14.1, thapsigargin, ATP luminescence (AID 1222); 190,000 tested, under 10 active; cellular ATP content (survival), % at 20 µM, or EC50 in µM where a hit was titrated; CSM14.1 thapsigargin-induced death rescue, ATP luminescence; higher % means a stronger effect;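 active = EC50 below 50 µM in the dose-response confirmation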;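 note: death triggered by thapsigargin at about 15 µM added after 2 h compound pretreatment; cell ATP read after overnight thapsigargin exposure of roughly 18 to 22 hours; normalized against plate controls of thapsigargin alone and 5% DMSO vehicle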
TNAP activators – human TNAP enzyme activators, primary screen, biochemical, luminescent, no phosphate acceptor, uHTS (AID 1001) | hit rate 0.03% among 200,000 | activation fold at 20 µM, or EC50 in µM where a hit was titrated | purified TNAP, luminescent activation assay, no phosphate acceptor; higher activation fold means a stronger effect; in the data active = activation fold from about 3, or a potency from the dose series; inactive = the rest, 99 in 100 with activation fold below about 1.6; note: many of its hits are not listed in these tables
Ins promoter up cell count – further read-out of Ins promoter up, marked with its call; cell count; measured here: cytotoxicity, nuclei count;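 total cells summed across four imaged fields per well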
* hit, by the source's call; ? = inconclusive; · = not tested or not shown. Cut-off read from the data, not from the text of the source, unless noted: active = inhibition above about 50%; inactive = the rest.

SMILES	PMI inhibition	Ins promoter up	Ins promoter up cell count	PhoP inhibition	RSV antiviral HEp-2	SV40 large T antigen	PMI inhibitors	West Nile antiviral	CSM14.1 death rescue	TNAP activators
O=C(NC(NC(=O)c1ccccc1)c1cccc([N+](=O)[O-])c1)c1ccccc1	-12%	-0.23	2238	27%	0.9%	-4%	11%	-0.5%	-2.7%	1
CC(/C=C/c1ccc2c(c1)OCO2)=N\NC(=O)COc1ccccc1C	14%	0.22	1780	-7%	1.3%	20%	13%	-0.4%	0.9%	1
COc1ccccc1NC(=O)C(=O)c1cn(CC(=O)N2CCCC2)c2ccccc12	·	·	·	-5%	5.9%	6%	·	0.8%	·	·
CC1=Nn2c(nnc2-c2ccccc2F)SC1	0%	0.07	1348	6%	0.4%	8%	9%	0.0%	-1.1%	1.1
Cn1c(SCC(=O)N2c3ccccc3CCc3ccccc32)nnc1-c1ccc(O)cc1	-8%	-0.26	1441	2%	3.4%	12%	3%	-0.5%	-0.1%	1
C/C(=N\NC(=O)c1c([N+](=O)[O-])c(C)nn1C)c1ccc(NC(=O)c2ccc(C)o2)cc1	·	·	·	1%	0.8%	9%	·	-0.8%	·	·
COC(=O)c1ccc(N2Cc3ccccc3/C2=N\C(=O)Nc2ccccc2)cc1	-6%	0.22	1585	-12%	2.2%	8%	6%	0.5%	-2.3%	1
Cc1cc(Cl)ccc1OCC(=O)n1cc(C(=O)c2cc(Cl)ccc2O)cn1	3%	·	·	10%	5.1%	4%	-4%	-0.9%	-0.3%	1.1
CN(C)c1ccc(C(=O)N(Cc2ccccc2)Cc2ccccc2)cc1	·	·	·	-2%	0.9%	6%	·	-0.1%	·	·
C=CS(=O)c1sc(Cl)c(N2CCOCC2)c1[N+](=O)[O-] (stereo not given)	-46%	1.2	1656	4%	·	9.8µM*	-20%	-0.2%	-3.5%	1.1
O=C(CSc1nnc(CNC(=O)c2ccc(F)cc2)o1)NCc1ccc(F)cc1	·	·	·	1%	1.8%	4%	·	0.2%	·	·
CCOC(=O)CSc1ccc(C(=O)Nc2ccc(Cl)cc2)cn1	7%	-0.61	1350	-4%	-0.5%	1%	4%	-0.1%	0.3%	1.1
COc1ccc(-n2nnc3c(SCC(=O)NCC4CCCO4)ncnc32)cc1 (stereo not given)	1%	0.01	1468	-2%	0.4%	8%	3%	·	-0.1%	1.1
Cc1ccc(C(=O)Nc2ccc(Oc3cccc(C(F)(F)F)c3)nc2)cc1	·	-1.2	1384	-8%	6.6%	11%	·	-0.7%	·	·
CCC1(C)N=C(N)Nc2nc3cc(C)c(C)cc3n21 (stereo not given)	·	-0.42	1117	-1%	-2.8%	3%	·	-0.1%	·	·

Compounds shown so far containing fluorine:
SMILES	PMI inhibition	Ins promoter up	Ins promoter up cell count	PhoP inhibition	RSV antiviral HEp-2	SV40 large T antigen	PMI inhibitors	West Nile antiviral	CSM14.1 death rescue	TNAP activators
CC1=Nn2c(nnc2-c2ccccc2F)SC1	0%	0.07	1348	6%	0.4%	8%	9%	0.0%	-1.1%	1.1
O=C(CSc1nnc(CNC(=O)c2ccc(F)cc2)o1)NCc1ccc(F)cc1	·	·	·	1%	1.8%	4%	·	0.2%	·	·
Cc1ccc(C(=O)Nc2ccc(Oc3cccc(C(F)(F)F)c3)nc2)cc1	·	-1.2	1384	-8%	6.6%	11%	·	-0.7%	·	·

Compound profiles, as listed above. Screens in order: PMI inhibition | Ins promoter up | Ins promoter up cell count | PhoP inhibition | RSV antiviral HEp-2 | SV40 large T antigen | PMI inhibitors | West Nile antiviral | CSM14.1 death rescue | TNAP activators
`CC(/C=C/c1ccc2c(c1)OCO2)=N\NC(=O)COc1ccccc1C` in the list: 14% | 0.22 | 1780 | -7% | 1.3% | 20% | 13% | -0.4% | 0.9% | 1
`O=C(NC(NC(=O)c1ccccc1)c1cccc([N+](=O)[O-])c1)c1ccccc1` in the list: -12% | -0.23 | 2238 | 27% | 0.9% | -4% | 11% | -0.5% | -2.7% | 1
`C/C(=N\NC(=O)c1c([N+](=O)[O-])c(C)nn1C)c1ccc(NC(=O)c2ccc(C)o2)cc1` in the list: · | · | · | 1% | 0.8% | 9% | · | -0.8% | · | ·
`COc1ccccc1NC(=O)C(=O)c1cn(CC(=O)N2CCCC2)c2ccccc12` in the list: · | · | · | -5% | 5.9% | 6% | · | 0.8% | · | ·

2 entries drawn at random from the list so far:
SMILES	PMI inhibition	Ins promoter up	Ins promoter up cell count	PhoP inhibition	RSV antiviral HEp-2	SV40 large T antigen	PMI inhibitors	West Nile antiviral	CSM14.1 death rescue	TNAP activators
COC(=O)c1ccc(N2Cc3ccccc3/C2=N\C(=O)Nc2ccccc2)cc1	-6%	0.22	1585	-12%	2.2%	8%	6%	0.5%	-2.3%	1
Cc1ccc(C(=O)Nc2ccc(Oc3cccc(C(F)(F)F)c3)nc2)cc1	·	-1.2	1384	-8%	6.6%	11%	·	-0.7%	·	·

Next records follow.
SMILES	PMI inhibition	Ins promoter up	Ins promoter up cell count	PhoP inhibition	RSV antiviral HEp-2	SV40 large T antigen	PMI inhibitors	West Nile antiviral	CSM14.1 death rescue	TNAP activators
CCOC(=O)c1cnc2nc(C(F)(F)F)[nH]n2c1=O	-24%	-0.09	848	-2%	2.1%	1%	-12%	-0.3%	-1.9%	1.1
Cc1nn(C(C)CC(=O)O)c(C)c1Br (stereo not given)	1%	0.21	917	1%	0.4%	0%	0%	-0.2%	-0.7%	1.1
O=C(NNC(=S)NCc1ccccc1)c1ccc2c(c1)OCO2	2%	0.59	1266	4%	3.5%	6%	6%	0.3%	-7.2%	2.3
Cc1cc(C(F)F)nn1CC(=O)NCc1ccc(Cl)cc1Cl	-6%	·	·	4%	0.8%	1%	-10%	-0.5%	-0.8%	1
C=CCOc1cccc(C2/C(=C(/O)c3ccccc3)C(=O)C(=O)N2CCN2CCOCC2)c1 (stereo not given)	-27%	-0.11	1405	-13%	1.1%	2%	-12%	2.0%	-1.0%	1.1
Cc1ccccc1-c1nc2sc3c(c2c(=O)n1N)CCCC3	10%	0.07	926	-10%	18%	6%	17%	-0.2%	0.9%	1
Cc1cc(N/N=C/c2c(O)ccc3ccccc23)nc(-c2ccccc2O)n1	15%	-0.52	1042	-1%	19%	3%	13%	?	-2.9%	1.9
Cc1sc2nc(-c3ccccc3)oc(=O)c2c1C	4%	0.41	1256	4%	3.2%	26%	-2%	0.4%	-5.0%	1.1
Cc1ccc(-n2nc3c(=O)n(CCCC(=O)NCc4ccc(F)cc4)nc(C)c3c2C)cc1	·	·	·	6%	?	7%	·	-0.7%	·	·
CCCNC(=O)CN1C(=O)NC(Cc2c[nH]c3ccccc23)C1=O (stereo not given)	-15%	-0.25	1310	8%	-1.1%	9%	-16%	0.5%	-3.4%	0.9
Cc1coc2cc3oc(=O)c(CCC(=O)NC4CC4)c(C)c3cc12	·	·	·	11%	1.6%	3%	·	-0.3%	·	·
CC(C)C(NC(=O)C1CCCCC1)C(=O)NC1CCCC(C)C1C (stereo not given)	·	·	·	10%	0.0%	2%	·	-1.1%	·	·
COc1ccc(Cl)cc1S(=O)(=O)Nc1ncn[nH]1	·	·	·	-2%	2.6%	4%	·	0.0%	·	·
CCOc1ccc(-n2c(SCC(=O)NCc3ccco3)nc3c(c2=O)SCC3)cc1	11%	-0.02	1274	-1%	-0.2%	3%	10%	-0.4%	-1.4%	1.2
COc1ccc2c(c1)CCC/C2=N\OC(=O)c1ccccc1F	19%	1.5	1593	0%	?	7%	14%	0.0%	-1.9%	1
NC(=S)COc1ccccc1	·	-0.71	1354	-7%	0.6%	6%	·	0.8%	·	·
COc1nc(-c2ccccc2)ccc1-c1noc(-c2ccccc2F)n1	-10%	-0.1	1547	7%	6.7%	9%	-2%	0.5%	-0.4%	1.1
COc1ccc(C(=O)/C=C/Nc2cc(C)ccn2)cc1	·	0.53	1148	-2%	2.4%	7%	·	-0.1%	·	·
CCOc1ccc(N2C(=O)CC(Sc3nc(CC(C)C)ccc3C#N)C2=O)cc1 (stereo not given)	30%	-0.77	1229	·	1.0%	·	12%	0.5%	0.2%	1.1
COC(=O)C1C(=O)c2c([nH]c(C(=O)OCCSC)c2C)CC1C (stereo not given)	9%	0.44	978	7%	3.4%	14%	5%	0.3%	-1.8%	1.2
CCOC(=O)Nc1ccc(NC(=O)c2c(OC)cccc2OC)cc1	4%	-0.06	1326	-4%	2.2%	7%	6%	-0.4%	-0.9%	1.1
CCOc1ccc(OCCN(C)Cc2ccccc2)cc1	-4%	·	·	12%	-0.5%	12%	9%	0.9%	0.8%	1.2
CSc1ccc(CN(C)C(=O)c2cc(=O)c3ccccc3o2)cc1	·	·	·	1%	1.6%	11%	·	-1.3%	·	·
CCSc1nnc(-c2ccc(S(=O)(=O)N3CCOCC3)cc2)n1CC1CCCO1 (stereo not given)	0%	-0.3	1276	8%	1.1%	1%	-2%	-1.0%	-1.5%	1.1
CCN(CC)c1ccc(/C=N/NC(=O)Cc2nnc(NC(=O)Nc3ccccc3)s2)cc1	-1%	0.24	1494	11%	15%	10%	4%	-0.4%	-2.9%	1.4
S=C1NC2(CCCCC2)Nc2ccccc21	-147%	-0.32	1640	-6%	3.6%	13%	-67%	-0.4%	1.9%	0.9
CC(=O)Nc1ccc(NC(=O)C(F)(F)F)cc1	0%	·	·	2%	0.4%	21%	2%	0.0%	-1.4%	1.1
Cc1ccc(C(=O)NCC(=O)N/N=C/c2sccc2C)cc1[N+](=O)[O-]	-3%	0.02	1587	-2%	-0.1%	-1%	-9%	-1.4%	1.7%	1.1
Cc1ccc(C(=O)NCC(C)(C)N2CCOCC2)s1	5%	0.02	903	3%	0.7%	14%	5%	0.3%	-1.4%	1.1
COC(=O)c1ccc(Oc2coc3cc(OCc4ccc([N+](=O)[O-])cc4)ccc3c2=O)cc1	-12%	-0.73	1365	9%	1.3%	0%	-6%	-0.3%	-1.5%	1
